Assay outcomes deposited in PubChem BioAssay by several laboratories.
CRFR2-BP ag: CRF-BP/CRF-R2 complex agonism. HEK293 CRF-R2/CRF-BP, calcium dye fluorescence (FLIPR); percent of saturating CRF peptide response. activation, % at 13.2 µM. 350,000 compounds, 0.46% hits;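 active = activation of at least 50%, plus an integration ratio under a set limit after plate pattern correction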;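 also: plate controls were neutral control wells without compound for no effect and CRF at EC100 for full effect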
M4 antag: CHRM4 antagonism in calcium assay; 360,000 compounds, 0.73% hits; P08173; inhibition, % at 3 µM; CHO-hM4 cells, ACh EC80, Fluo-8 calcium fluorescence; AID 624125;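 active = inhibition above its plate's cutoff, the mean inhibition of sample wells plus 3 SD, cut at about 27% in these data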;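 also: 0% = acetylcholine EC80 with DMSO and 100% = DMSO without agonist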
Target sequence (P08173 whole entry, looked up): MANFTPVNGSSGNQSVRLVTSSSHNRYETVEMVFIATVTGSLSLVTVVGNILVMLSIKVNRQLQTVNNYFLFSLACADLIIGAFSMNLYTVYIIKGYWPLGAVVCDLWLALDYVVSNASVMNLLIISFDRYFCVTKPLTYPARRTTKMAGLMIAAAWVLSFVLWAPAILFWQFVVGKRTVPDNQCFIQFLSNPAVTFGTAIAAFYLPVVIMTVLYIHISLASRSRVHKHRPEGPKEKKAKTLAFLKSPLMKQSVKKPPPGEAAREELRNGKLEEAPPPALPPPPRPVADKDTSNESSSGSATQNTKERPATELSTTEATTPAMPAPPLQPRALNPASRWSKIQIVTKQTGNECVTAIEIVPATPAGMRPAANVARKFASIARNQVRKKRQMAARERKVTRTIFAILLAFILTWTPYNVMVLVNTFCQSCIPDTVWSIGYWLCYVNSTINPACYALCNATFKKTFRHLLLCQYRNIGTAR
M4 PAM: potentiates acetylcholine response at human M4 receptor | P08173 | CHO-K1 hM4/Gqi5, Fluo-8 calcium fluorescence, ACh EC20; 0% = ACh EC20, 100% = maximal ACh | activation, % at 3 µM | 360,000 compounds, 0.4% hits | AID 624126;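 active = activation above its plate's cutoff, the mean activation of sample wells plus 3 SD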; also: some results filed as inactive read as strong as hits
M5 ag: agonists of human muscarinic M5 receptor (CHRM5); P08912; CHO-K1 hM5 cells, Fluo-8 calcium fluorescence; 0% DMSO wells, 100% maximal acetylcholine response; activation, % at 3 µM; 360,000 compounds, 0.19% hits; AID 624037;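 active = activation above the run's mean over test compounds plus 3 SD, cut at about 23% in these data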;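 also: signal is peak over basal fluorescence ratio across the kinetic read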
Target sequence (P08912 whole entry, looked up): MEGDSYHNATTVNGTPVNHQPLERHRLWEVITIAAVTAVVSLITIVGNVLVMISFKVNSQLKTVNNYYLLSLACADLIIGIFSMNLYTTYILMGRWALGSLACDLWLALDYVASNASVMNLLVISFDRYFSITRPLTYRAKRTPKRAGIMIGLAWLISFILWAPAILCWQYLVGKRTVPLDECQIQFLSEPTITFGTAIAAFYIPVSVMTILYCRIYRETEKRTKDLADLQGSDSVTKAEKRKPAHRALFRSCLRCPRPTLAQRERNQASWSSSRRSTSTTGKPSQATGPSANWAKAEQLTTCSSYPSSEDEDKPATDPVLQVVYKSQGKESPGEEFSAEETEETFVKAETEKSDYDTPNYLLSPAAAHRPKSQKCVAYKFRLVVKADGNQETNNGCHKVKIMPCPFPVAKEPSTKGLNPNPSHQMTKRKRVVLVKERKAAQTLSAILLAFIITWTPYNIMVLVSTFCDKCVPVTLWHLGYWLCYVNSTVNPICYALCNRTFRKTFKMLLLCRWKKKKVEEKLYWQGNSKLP
CHRM5 PAM: positive allosteric modulators of human muscarinic M5 receptor; 360,000 compounds, 0.3% hits; activation, % at 3 µM; CHO-K1 hM5, Fluo-8 calcium, ACh EC20 PAM; 0% = ACh EC20, 100% = ACh EC100;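 active = activation above the run cutoff, the mean activation of all test compounds plus 3 SD, cut at about 18% in these data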
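Measured by: Fluo-8 calcium fluorescence; material: human M5 receptor in CHO-K1 cells; schedule: Post-acetylcholine fluorescence recording 140 s; benchmarks: low control EC20 acetylcholine (0%), high control EC100 acetylcholine (100%); read-out: Max/basal fluorescence ratio as % of EC20–EC100 ACh window; compound: single dose, 3 µM nominal final test concentration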
CHRM4 agonist: CHRM4 agonism in calcium assay; AID 624127; activation, % at 3 µM; CHO-K1 hM4/Gqi5, Fluo-8 calcium fluorescence; vehicle 0%, full acetylcholine response 100%; 360,000 compounds, 0.14% hits; P08173;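 active = activation above the run mean over all test wells plus 3 SD, cut at about 32% in these data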;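 also: peak over basal fluorescence ratio per well then scaled between controls; 0% = DMSO wells and 100% = acetylcholine at EC100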
CRFR2-BP antag: CRF-BP/CRF-R2 complex antagonism | HEK293 CRF-R2/CRF-BP, CRF-induced calcium fluorescence | inhibition, % at 11.8 µM | 350,000 compounds, 0.59% hits | AID 588475;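 active = inhibition of the ligand-induced calcium signal above about 50% at the single tested concentration, limit read from the data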
CHRM5 antagonist: CHRM5 antagonism in calcium assay; P08912; CHO-hM5 cells, Fluo-8 calcium fluorescence, ACh EC80; inhibition, % at 3 µM; 360,000 compounds, 0.59% hits; AID 624040;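 active = inhibition above a per-plate cutoff, the mean of that plate's test compounds plus 3 SD, cut at about 27% in these data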;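 also: 0% = acetylcholine EC80 with DMSO and 100% = DMSO without agonist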
IDE cell inh: inhibits human insulin-degrading enzyme in HEK cells. 320,000 compounds, 0.41% hits. inhibition, % at 5.59 µM. FAbetaB cleavage, fluorescence polarization. P14735;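 active = percent inhibition above the average of all tested compounds plus 3 SD, set per screening campaign, cut at about 16% in these data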;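 also: IDE supplied by intact live HEK cells; FP after avidin binding of uncleaved biotin substrate so inhibition keeps polarization high; 0% = DMSO wells and 100% = 60 µM reference IDE inhibitor Ii1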
Starred values were filed as active, the others as inactive; . = not tested or not shown.

cpd	CRFR2-BP ag	M4 antag	M4 PAM	M5 ag	CHRM5 PAM	CHRM4 agonist	CRFR2-BP antag	CHRM5 antagonist	IDE cell inh	canonical_smiles
1	-0.8	1	1	-5	-1	0	0	1	0	C=CCN(C1CCCCC1)S(=O)(=O)c1ccc2c(c1)oc(=O)n2C
2	-0.2	-3	-1	0	7	4	-1	0	3	O=C(c1ccccc1Cl)N(Cc1ccc(Cl)c(Cl)c1)N1C(=O)CCCC1=O
3	-1.0	2	-6	-1	-5	1	24	-11	.	Cn1c2c(c(=O)[nH]c1=O)C(c1cccc(O)c1)C1=C(N2)c2ccccc2C1=O (configuration not stated)
4	3.0	-3	7	0	-1	4	26	14	4	O=C(CSc1nc2ccccc2c(=O)n1-c1ccccc1F)NC1CC1
5	-0.5	-36	10	-5	3	1	-9	-1	2	Cc1ccc(OCC(=O)NNC(=O)CCc2ccccc2)c(Br)c1
6	0.3	-1	3	3	0	0	-5	0	-2	CCCN(CCC)C(=O)CSc1nc2ccsc2c(=O)n1NC(=O)c1ccccc1
7	-0.7	-13	6	-14	0	0	18	-4	1	CN(C)S(=O)(=O)Oc1ccsc1C(=O)Nc1cccc(Cl)c1Cl
8	-3.6	6	2	0	1	1	6	7	5	O=C(O)C1CC(=O)N(c2ccc(OCc3ccccc3)cc2)C1 (configuration not stated)
9	0.9	2	2	-2	-7	-1	-17	2	1	Cc1ccc(O/C=C2\OC(=O)c3ccccc32)cc1
10	.	-4	-7	-3	-3	1	.	-3	.	COc1ccccc1-c1cnc(C(O)c2cccc(CN3CCCCC3)c2)[nH]1 (configuration not stated)
11	0.3	-8	4	-1	-2	2	-16	8	-2	CCc1ccc(CN2CCC(CO)(CC3CCCCO3)CC2)o1 (configuration not stated)
12	0.0	-6	-7	-5	-2	-1	-7	8	7	COc1ccc(S(=O)(=O)N2CCC(NC(=O)c3cccnc3)CC2)cc1
13	-1.5	2	5	-7	6	1	-18	6	5	Cc1[nH]nc2c1C(c1ccccc1F)CC(=O)N2 (configuration not stated)
14	.	14	-11	-1	-9	5	.	2	.	Cn1nc(C(C)(C)C)cc1C(=O)N1CCCCC1c1cc(C(=O)Nc2cccc3c2CCCC3)no1 (configuration not stated)
15	-2.2	3	-4	-1	-5	2	-11	4	4	O=C(NNc1cc(N2CCOCC2)nc(N2CCOCC2)n1)C12CC3CC(CC(C3)C1)C2
16	0.5	-1	2	-1	-2	1	8	-1	2	O=C1OC(c2ccc(Br)cc2)=N/C1=C\N1CCCCC1
17	-1.0	-3	-6	-8	-13	4	-8	9	-7	CC1CCN(c2nncc3ccccc23)CC1
18	-2.4	-8	1	-2	2	1	-30	-3	8	CC1CN(CC(O)COc2ccc(C(C)C)cc2)CC(C)O1 (configuration not stated)
19	1.0	-11	5	-1	-6	2	-1	6	-1	C/C(NCc1ccccc1)=C(\C#N)C(=O)NCc1ccccc1
20	-1.5	-6	4	-6	1	3	0	-7	-4	CCN(c1ccccc1)S(=O)(=O)c1cccc(C(=O)Nc2ccc(C)cn2)c1
21	-0.6	8	-2	7	-6	6	-6	-2	.	CCOc1ccc(NC(=O)CN2C(=O)NC(C)(c3ccc4c(c3)OCCCO4)C2=O)cc1OCC (configuration not stated)
22	1.4	-5	6	-2	-2	1	13	9	-2	Cc1ccc(NC(=O)CSc2nnnn2-c2cccnc2)c(C)c1
23	-5.2	11	-6	1	5	4	1	8	-3	COc1ccccc1C(=O)Nc1cc(C)c(OCC(=O)N2CCOCC2)c(C)c1
24	-2.1	-2	7	-1	10	1	-7	2	3	CCN(CC)C(=O)c1sc2c(c1C)c(=O)n(-c1ccc(C)c(C)c1)c(=O)n2CC(=O)NCC1CCCO1 (configuration not stated)
25	-2.6	-6	7	-9	8	-1	-8	6	1	COc1ccc(CC(=O)O/N=C(\N)Cc2ccc([N+](=O)[O-])cc2)cc1
26	13	-14	4	18	-7	4	-20	10	.	Nc1ccccc1C=C1Cc2ccccc2C1=O
27	-3.3	-2	-1	2	1	2	-11	2	7	CCN(C(=O)COC(=O)C1CCN(S(=O)(=O)c2cccs2)CC1)c1ccccc1
28	0.3	-6	-3	4	-8	17	8	2	4	COc1cc(NS(=O)(=O)c2cc3c(cc2C)NC(=O)CO3)cc(OC)c1
29	-0.5	2	-7	-2	-4	13	-6	14	-3	CC(=O)N1CCN(c2ccccc2NC(=O)c2cc3ccccc3o2)CC1
30	-0.3	7	-7	4	7	1	10	-2	-6	CC(C)S(=O)(=O)C/C(N)=N/OS(=O)(=O)c1ccc(Cl)cc1

In the list so far, these contain an NH in an aromatic ring.
cpd	CRFR2-BP ag	M4 antag	M4 PAM	M5 ag	CHRM5 PAM	CHRM4 agonist	CRFR2-BP antag	CHRM5 antagonist	IDE cell inh	canonical_smiles
3	-1.0	2	-6	-1	-5	1	24	-11	.	Cn1c2c(c(=O)[nH]c1=O)C(c1cccc(O)c1)C1=C(N2)c2ccccc2C1=O (configuration not stated)
10	.	-4	-7	-3	-3	1	.	-3	.	COc1ccccc1-c1cnc(C(O)c2cccc(CN3CCCCC3)c2)[nH]1 (configuration not stated)
13	-1.5	2	5	-7	6	1	-18	6	5	Cc1[nH]nc2c1C(c1ccccc1F)CC(=O)N2 (configuration not stated)

Screen by screen, from the results shown:
Compounds 18 to 26 in M4 PAM, in turn: 1, 5, 4, -2, 6, -6, 7, 7, 4

Next section
cpd	CRFR2-BP ag	M4 antag	M4 PAM	M5 ag	CHRM5 PAM	CHRM4 agonist	CRFR2-BP antag	CHRM5 antagonist	IDE cell inh	canonical_smiles
31	0.3	2	-3	-7	-2	0	-3	7	1	CC1CCN(CCc2nc3cc(NC(=O)COc4ccccc4)ccc3n2C)CC1
32	-0.3	11	-15	-11	-3	2	-6	7	0	CCn1cc([C@@H]2C[C@H]3CN(Cc4cccc(Cl)c4)C(=O)[C@]34CCCN24)cn1
33	0.7	5	9	7	4	0	-9	-4	5	O=C(Nc1nc(-c2ccc(Cl)cc2)cs1)C1=COCCO1
34	0.6	-9	-6	0	-14	8	5	4	2	COc1ccccc1NC(=O)Cc1csc(NC(=O)c2ccccc2)n1
35	3.3	-4	-2	0	-4	0	12	8	.	C[C@@H]1CN([C@@H](C)CO)C(=O)CCCn2nncc2CO[C@H]1CN(C)C(=O)Nc1ccccc1F
36	-1.3	0	3	-3	-3	3	-15	3	-2	O=C(Nc1ccc(S(=O)(=O)N2CCCC2)cc1)C1COc2ccccc2O1 (configuration not stated)
37	-0.9	5	-6	2	0	0	9	7	1	COCc1cc(=O)[nH]c(SC)n1
38	3.3	3	-5	-2	0	1	-23	1	1	CN1CCN(C(=S)Nc2ccc(Cl)cc2Cl)CC1
39	0.7	2	-7	0	-13	0	-14	-4	-4	CC(C)c1ccc(CN2CCN(S(=O)(=O)c3ccc(Cl)s3)CC2)cc1
40	-1.2	1	1	5	6	1	-2	0	-1	CN(C(=O)COC(=O)Cc1c(Cl)cccc1Cl)C1CCS(=O)(=O)C1 (configuration not stated)
41	-3.3	3	-13	-3	-4	-2	-32	5	5	CCOC(=O)c1sc2nc(C)cc(-c3ccccc3)c2c1N
42	-0.6	-6	0	-15	3	-2	-1	-2	-4	O=C1/C(=C/c2cccs2)CCc2ccccc21
43	1.4	-5	-1	-4	-5	0	-7	6	3	CC(=O)N1N=C(C)CC1c1ccc(O)cc1 (configuration not stated)
44	2.3	-12	2	-2	7	1	5	-2	-2	CCOP(=O)(OCC)C(NC(=O)c1ccc(OC)cc1)c1ccccc1 (configuration not stated)
45	-0.7	0	2	-1	-2	1	-9	3	-2	O=C(CN1C(=O)NC2(CCCC2)C1=O)N1CCc2ccccc2C1
46	0.8	-2	8	-2	-3	3	-6	14	7	O=C1CC[C@H](O)CCN1[C@H](CSc1ccc(Br)cc1)Cc1ccccc1
47	0.5	11	-4	0	9	-1	-9	-1	-4	COCCn1c(SCC(=O)NC2CC2)nc2ccccc21
48	1.1	-3	13	-7	-5	1	10	8	-4	CC(C)(CNC(=O)c1cccs1)N1CCOCC1
49	2.5	-5	1	-7	-5	0	-46	1	1	CCOC(=O)c1c(NC(=O)Nc2ccccc2)sc(C)c1C
50	.	10	-2	-7	-2	-1	.	8	.	CC(C)C[C@H]1CN(CCCC[C@H]2CNC(=O)C(=O)N2CCc2ccccc2)C(=O)C(=O)N1Cc1ccccc1
51	6.2	-7	3	1	-2	1	-16	-3	5	Cc1cc(/C=C(\C#N)C(=O)Nc2ccc(F)cc2)c(C)n1-c1ccc(N2CCOCC2)c([N+](=O)[O-])c1
52	-0.9	-1	0	-5	-1	1	14	7	3	O=C(O)C1CCCCC1C(=O)Nc1ccc(Cl)cc1 (configuration not stated)
53	-1.0	-4	1	-8	4	1	-4	6	-1	O=C(CC1(O)C(=O)N(Cc2ccccc2Cl)c2ccccc21)c1ccco1 (configuration not stated)
54	2.1	-3	7	0	3	2	0	-5	1	Cn1ncc(Cl)c1C(=O)Nc1nc2ccc(Cl)cc2s1
55	-4.4	-7	7	0	1	0	-13	13	-3	CC(C)c1ccc(-n2ccnc2SCC(=O)O)cc1
56	-2.2	-1	3	-4	4	1	-5	9	1	Cc1ccc(CN2CCN(Cc3ccc(O)cc3)CC2CCO)o1 (configuration not stated)
57	0.8	7	-1	-5	4	7	-14	13	-2	C[C@@H](C(=O)Nc1ccc2ccccc2c1)[C@H]1C[C@]1(C)[C@H](NC(=O)c1cnccn1)c1ccccc1
58	-1.1	2	1	-2	-1	3	-2	11	-1	CCOc1ccccc1-c1nnc(SCC(=O)NC2(C#N)CCCC2)o1
59	-0.1	-2	-7	-5	-12	-2	6	3	5	CCCc1cc(C(=O)N2CCN(C(c3ccccc3)c3ccccc3)CC2)no1
60	-0.2	9	-1	0	-1	1	-14	17	.	O=c1[nH]c(O)c(C=Nc2ccc(Cl)cc2Cl)c(=O)[nH]1
61	.	5	4	0	0	-1	.	8	.	COc1ccc(Cc2c(-c3cccc(Cl)c3)nc3ccc(Br)cn23)c(C)c1
62	-0.1	-2	16	-3	-1	0	9	2	5	CCOC(=O)C(C)C1(O)c2ccccc2-c2ncccc21 (configuration not stated)
63	0.4	0	0	1	-3	0	-2	0	.	CCN(CC)C(=O)[C@H]1CC(CC(=O)NCCCn2ccnc2)C(=O)N2CCc3c([nH]c4ccc(OC)cc34)[C@]12C (some centres not stated)
64	0.7	7	-1	2	-7	1	-10	4	5	N#Cc1ccc(CSc2nc(N)cc(N)n2)cc1
65	2.3	3	-4	-1	5	1	3	4	-1	COc1ccc2c(C(=O)c3ccc(C)cc3)n(Cc3ccc(C(N)=O)cc3)[n+]([O-])c2c1
66	2.0	-14	7	-1	0	1	4	-4	0	COC(=O)COc1ccc2c(c1)O/C(=C\c1cccc([N+](=O)[O-])c1)C2=O
67	-1.2	-3	0	0	-1	1	1	0	1	Cc1cc2[nH]c3ccccc3c2c(C)n1
68	0.5	3	-3	-5	-3	1	-15	5	-1	Clc1cccc(C2CCN(Cc3nc(CC4CC4)no3)C2)c1 (configuration not stated)
69	0.1	1	-1	2	3	1	-6	7	0	COCCN(Cc1ccccc1)C(=O)c1c(C)nn(-c2ccccc2)c1C
70	0.3	3	-4	0	-2	0	8	7	-1	CN(C)CCCNC(=O)C1(O)c2cc(Br)ccc2NC(=O)N1c1c(F)cccc1F (configuration not stated)
71	77*	15	-19	68*	-28	93*	-4	2	12	COc1ccc(C(=O)NNC(=S)NC(=O)c2ccc(F)cc2)cc1Br
72	0.9	-7	4	0	1	1	1	-7	.	Cc1cn(CC(=O)NCCNc2ccc([N+](=O)[O-])cn2)c(=O)[nH]c1=O
